JMJD2A Tudor inh = qHTS Assay for Inhibitors of JMJD2A-Tudor Domain. Lysine-specific demethylase 4A (Homo sapiens), O75164. AlphaScreen JMJD2A-Tudor / H3K4me3 peptide binding. Potency, µM (top dose mostly 114 µM), without a hit: at the top dose activity change, negative = inhibition, actives largely listed as inhibitors. 390,000 compounds, 4.4% hits; note: % is set by controls: 0 for no effect and ±100 for the full control effect; nearly all actives have a fitted effect of over 50% in size
Tb PGK inh = qHTS Assay to Find Inhibitors of Phosphoglycerate Kinase; 380,000 compounds, 0.043% hits; Potency, µM (titrated, usually from 57.5 µM), inactives show at the top dose activity change, negative = inhibition, most hits filed as inhibitors; AID 602233, 2012; Phosphoglycerate kinase, glycosomal (Trypanosoma brucei brucei), P07378; PGK/GAPDH coupled, Kinase-Glo luminescence, 60 min; note: % is set by controls: 0 for no effect and ±100 for the full control effect; nearly all actives have a fitted effect of over 60% in size
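Recombinant glycosomal PGK reaction used 1,3-bisphosphoglycerate generated in-well by GAPDH (100nM final) in 100mM TEA pH 7.6, 5mM MgCl2, 0.01% Tween-20. After 60 minutes at room temperature, ATP was read by Kinase-Glo Plus luminescence end-point.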
GLS inh = qHTS for Inhibitors of Glutaminase (GLS) | GLS enzymatic activity, qHTS titration | Glutaminase kidney isoform, mitochondrial (Homo sapiens), O94925 | 410,000 compounds, 0.21% hits | AID 624170, 2012 | Potency, µM (highest dose often 45.5 µM), inactives show at the top dose activity change, negative = inhibition, usual class: inhibitors; note: % is set by controls: 0 for no effect and ±100 for the full control effect
Target sequence (O94925 whole entry, looked up, canonical isoform): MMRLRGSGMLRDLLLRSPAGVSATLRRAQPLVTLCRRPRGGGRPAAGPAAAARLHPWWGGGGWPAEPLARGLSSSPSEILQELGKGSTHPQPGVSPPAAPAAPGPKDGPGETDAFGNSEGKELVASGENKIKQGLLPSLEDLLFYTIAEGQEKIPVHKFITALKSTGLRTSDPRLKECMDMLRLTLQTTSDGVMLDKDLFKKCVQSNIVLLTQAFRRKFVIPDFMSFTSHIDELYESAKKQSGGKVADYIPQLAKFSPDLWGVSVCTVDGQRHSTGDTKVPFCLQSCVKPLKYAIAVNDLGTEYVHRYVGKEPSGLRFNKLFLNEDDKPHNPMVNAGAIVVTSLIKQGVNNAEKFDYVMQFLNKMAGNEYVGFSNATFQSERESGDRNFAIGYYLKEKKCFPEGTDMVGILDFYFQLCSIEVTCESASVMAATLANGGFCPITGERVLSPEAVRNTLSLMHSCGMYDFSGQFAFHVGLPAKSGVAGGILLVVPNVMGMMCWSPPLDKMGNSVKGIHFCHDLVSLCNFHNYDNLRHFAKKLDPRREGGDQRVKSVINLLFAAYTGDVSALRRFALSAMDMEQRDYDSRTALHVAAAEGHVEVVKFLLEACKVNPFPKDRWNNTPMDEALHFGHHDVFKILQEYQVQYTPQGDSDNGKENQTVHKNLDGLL
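hKGA; 45 mM KH2PO4 pH 8.2 + 0.02% Tween-20; cpd via pin tool; 1 mM Gln soln; GluOx/HRP/Amplex Red; RT 30 min; fluor. t0 & final.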
BLM helicase inh = qHTS Assay for Inhibitors of Bloom's syndrome helicase (BLM); RecQ-like DNA helicase BLM (Homo sapiens), P54132; recombinant BLM DNA unwinding, fluorescence dequenching; Potency, µM (doses to about 56.1 µM), for inactives: at the highest dose activity change, negative = inhibition, most hits filed as inhibitors; 350,000 compounds, 0.2% hits; AID 2528, 2010;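 note: plate controls were vehicle for no effect and no enzyme for full effect; nearly all actives have a fitted effect of over 35% in size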
Pol iota inh = qHTS for Inhibitors of Polymerase Iota | DNA polymerase iota (Homo sapiens), Q9UNA4 | Pol iota fluorescent replication assay, 10 min | Potency, µM (doses to about 115 µM), for inactives: at the top dose activity, negative = inhibition, hits mostly inhibitors | 390,000 compounds, 1% hits | AID 588590, 2011
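Pol iota at 10 nM preincubated 15 min with compounds at room temperature; reaction started with fluorescent substrate, 50 nM final. Fluorescence read kinetically at 0 and 10 min; buffer-only wells as negative control.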
Pin1 inh = qHTS Assay to Find Inhibitors of Pin1; Pin1 FP peptide displacement, HiFluor488, 10 min; Potency, µM (series often up to 115 µM), inactives show at the highest dose activity, negative = inhibition, hits mostly inhibitors; 390,000 compounds, 0.009% hits; AID 504891, 2011; active = well fitted inhibition curve with a large enough effect in the polarisation, with a control signal flat, not every such curve was filed as active; inconclusive = small, poorly fitted or top-dose-only effect, or effect the other way, or a change in a side signal; inactive = no such curve, though single readings can be large or run the other way; the % refers to the polarisation; note: % is set by controls: 0 for no effect and ±100 for the full control effect
Target sequence (Q13526 whole entry, looked up): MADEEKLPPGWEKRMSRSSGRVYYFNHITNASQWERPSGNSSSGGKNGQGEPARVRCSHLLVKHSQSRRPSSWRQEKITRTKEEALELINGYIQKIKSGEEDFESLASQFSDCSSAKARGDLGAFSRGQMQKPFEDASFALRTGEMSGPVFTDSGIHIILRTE
BAZ2B block = qHTS Assay for Inhibitors of BAZ2B; Bromodomain adjacent to zinc finger domain protein 2B (Homo sapiens), Q9UIF8; AlphaScreen BAZ2B-H3K14Ac peptide displacement; Potency, µM (doses to about 114 µM), without a hit: top-dose activity change, negative = inhibition, usual class: inhibitors; 360,000 compounds, 4.4% hits; AID 504333, 2011; note: % is set by controls: 0 for no effect and ±100 for the full control effect; nearly all actives have a fitted effect of over 60% in size
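BAZ2B 50 nM plus b-H3(5-23)K14Ac 50 nM, PBS pH 7.4/0.01% Tween-20, 30 min RT; compound added (max 110 uM), 30 min RT; streptavidin donor/Ni-chelate acceptor beads 10 ug/mL final, 20 min dark; AlphaScreen read.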
HP1b chromo inh = HTS for Inhibitors of HP1-beta Chromodomain Interactions with Methylated Histone Tails | Chromobox protein homolog 1 (Homo sapiens), P83916 | AlphaScreen HP1-beta / biotin-H3K9me3 peptide binding | Potency, µM (titrated, usually from 114 µM), inactives show at the top dose activity change, negative = inhibition, actives largely listed as inhibitors | 390,000 compounds, 0.56% hits | AID 540317, 2011; note: nearly all actives have a fitted effect of over 70% in size; inactives centre near 23
Target sequence (P83916 whole entry, looked up): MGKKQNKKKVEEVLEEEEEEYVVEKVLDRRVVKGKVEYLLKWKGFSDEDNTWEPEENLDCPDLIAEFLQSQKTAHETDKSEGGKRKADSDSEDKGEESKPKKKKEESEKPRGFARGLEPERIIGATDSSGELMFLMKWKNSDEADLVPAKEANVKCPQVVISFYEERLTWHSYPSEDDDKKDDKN
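HP1-beta protein (50 nM final) preincubated 30 min at room temperature with biotinylated H3(1-18)K9me3 peptide (50 nM) in PBS pH 7.4, 0.01% Tween-20, then compound added for 30 min. AlphaScreen streptavidin donor/nickel chelate acceptor beads (10 ug/mL final), 30 min dark, luminescence read.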
G9a inh = qHTS Assay for Inhibitors of Histone Lysine Methyltransferase G9a. Histone-lysine N-methyltransferase EHMT2 (Homo sapiens), Q96KQ7. AID 504332, 2011. 350,000 compounds, 8.8% hits. G9a H3K9 monomethylation, AlphaScreen, 2 h. Potency, µM (doses to about 102 µM), for the others: at the top dose activity, negative = inhibition, actives largely listed as inhibitors; note: % is set by controls: 0 for no effect and ±100 for the full control effect; nearly all actives have a fitted effect of over 75% in size
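AlphaScreen detection with an anti-monomethyl H3K9 antibody quantified product after a 2 h room-temperature reaction containing 500 nM biotinylated H3K9 peptide, 20 µM SAM and 20 nM enzyme, which had been preincubated 15 min with compound.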
Numbers without * were called inactive; i = inactive; ? = inconclusive; nt = not tested or not shown; & = joins results of further samples; [ ] = dose if it differs, or a comment. Unless noted, calls come from the whole dose curve; as a rule, active = well fitted curve in the direction sought with a large enough effect; inconclusive = small, poorly fitted or top-dose-only effect, or another doubt; inactive = no such curve, though single readings can be large; an effect the other way counts as inactive or inconclusive. Potency is the fitted concentration of half-maximal effect. An excerpt (hit frequency here may not be typical).

JMJD2A Tudor inh,Tb PGK inh,GLS inh,BLM helicase inh,Pol iota inh,Pin1 inh,BAZ2B block,HP1b chromo inh,G9a inh,structure
-4%,-1%,-7%,-4%,30%[activator],0%,-30%,46%[activator],nt,COc1ccc(/C=C/C(=O)O)cc1S(=O)(=O)N1CCCCC1
-28%,0%,-7%,-3%,14%,15%,-35%,25%,2%[59 µM],CN(Cc1ccccc1)c1ccc(-c2nc(-c3ccncc3)no2)cc1[N+](=O)[O-]
-25%,-3%,-8%,-9%,?,18%,-2%,33%,69%[activator],CC1=NC(C#N)=C(C#N)NC(C)(C)C1
-15%,i,-2%,-6%,10%,2%,-20%,26%,-2%,CCCCCCOC(=O)C1=C(C)NC(=O)NC1c1ccc2c(c1)OCO2 (stereo not given)
-28%,-6%,1%,-6%,-17%,14%,-32%,2%,-26%,CCOc1ccccc1N(C)C(=O)c1cc2c(=O)n(CC)c3ccccc3c2s1
-2%&-10%,0%&8%,3%&5%,-3%&0%,15%&11%,8%&3%,6%&18%,38%&39%,11%[59 µM],CC(NC(=O)c1cc2ccccc2o1)c1ccccc1 (stereo not given)
-24%,-2%,1%,8%,139%[activator],-5%,-1%,2%,11%,CCCCN(C)CCNC(=O)c1cc2c(-c3ccccc3F)nn(C)c2s1
-29%,-8%,-2%,-6%,14%,2%,-22%,19%,-49%[59 µM],COc1ccc(NC(=O)C2CCCN(S(=O)(=O)c3cccc4cccnc34)C2)cc1OC (stereo not given)
-28%,i,1%,-16%,?,-2%,-34%,2%,?,O=C(/C=C/c1ccc(Cl)c([N+](=O)[O-])c1)Nc1ccc(N2CCCC2)cc1
-12%,6%,-2%,2%,15%,-3%,?,24%,-29%[59 µM],Cc1ccc(S(=O)(=O)NCCc2nnc3ccc(SCc4ccc(F)cc4)nn23)cc1
50µM*,5%,42%[activator],-1%,5%,1%,0%,4%,6%[59 µM],COc1ccc(C(=O)Nc2ccccc2C(=O)NC(C)C)cc1OC
-14%,-9%,14%,nt,-12%,?,-3%,41%[activator],8%[2.33 µM],CCC(C)Sc1ccc([C@@H]2[C@H]3C(=O)N(CC)C(=O)[C@H]3[C@]3(C(=O)OC)CCCCN23)cc1 (stereo not given in full)
-17%,0%,-2%,-2%,-1%,-11%,-17%,-16%,-1%,Cn1cc(S(=O)(=O)NCCc2ccccc2)c(=O)n(C)c1=O
-16%,-1%,-4%,nt,-5%,25%,-4%,22%,8%[2.33 µM],COc1ccc(OC)c(S(=O)(=O)NCC(c2cccs2)N2CCc3ccccc3C2)c1 (stereo not given)
-19%,-2%,4%,-7%,-13%,10%,3%,12%,30%[59 µM],O=C(Nc1ccn(Cc2c(F)c(F)cc(F)c2F)n1)c1ccc(COc2ccccc2Cl)cc1
0%,-9%,-1%,-4%,48%[activator],-6%,-11%,63%[activator],-2%,CC(C)c1cc(C(=O)NC2CCCc3c2cnn3-c2ccccc2F)no1 (stereo not given)
-17%,-8%,-2%,3%,8%,1%,-2%,27%,7%[59 µM],COc1ccc(CNC(=O)c2ccccc2[N+](=O)[O-])cc1
-17%,-8%,2%,2%,7%,-11%,7%,5%,-26%,CCOC(=O)c1c(C)n(C)c2ccc(OC)c(NC(=O)CCN3CCSCC3)c12
-6%,i,7%,1%,33%[activator],2%,3%,39%[57 µM],3%[59 µM],O=C(Cn1nc2c(cc1=O)CCCC2)Nc1ccc(F)cc1F
-30%,-6%,10%,-8%,-8%,3%,-26%,-7%,-12%[59 µM],C=CCOC(=O)C1=C(C)OC(N)=C(C#N)C1c1c(C)nn(-c2ccccc2)c1Cl (stereo not given)
-11%,i,6%,-3%,7%,?,-2%,14%,-37%[59 µM],CCCC/C(O)=C/c1nc2ccccc2[nH]c1=O
-14%,9%,0%,1%,52%[activator],9%,-10%,19%,?,Cc1ccc(C(=O)N2CCN(Cc3ccc4c(c3)OCO4)CC2)c(Cl)c1
?,-1%,13%,-10%,?,?,50µM*,?,nt,O=C1/C(=C\c2ccc(O)cc2)SC(=S)N1Cc1ccccc1
1%,5%,0%,1%,107%[activator],-11%,-14%,28%,?,COc1ccc(CC(=O)N(C)CC(=O)Nc2cccc(F)c2)cc1S(=O)(=O)N1CCOCC1
?,-3%,-1%,-3%,8%,37%[activator],?,3%,-46%[12.7 µM],CN1CCc2nc(NC(=O)c3cccc(S(=O)(=O)N4CCc5ccccc54)c3)sc2C1
-7%,5%,-3%,-14%,11%,7%,-2%,34%,nt,Cc1cccc(C(=O)Nc2ccc3c(c2)C(=O)N(CC(C)C)C3=O)c1
-12%,-1%,12%,3%,4%,1%,4%,41%[activator],9%[59 µM],COC(=O)NNC(=O)/C=C/c1ccccc1
-17%,-4%,12%,-4%,?,?,-34%,-16%,?,CC(=O)NN1C(=O)/C(=C\c2ccc(O)cc2)SC1=S
-5%,-8%,0%,-8%,2%,3%,9%,32%,10%[59 µM],Cc1ccccc1N(CC(=O)NCCSC1CCCCC1)S(=O)(=O)c1ccccc1
-4%,-11%,5%,-1%,?,7%,-17%,-3%,-2%,O=C(Nc1cc(=O)[nH]c(=O)[nH]1)c1cccc(Br)c1

(list continues)
JMJD2A Tudor inh,Tb PGK inh,GLS inh,BLM helicase inh,Pol iota inh,Pin1 inh,BAZ2B block,HP1b chromo inh,G9a inh,structure
-15%,-7%,2%,nt,19%,?,nt,-12%,nt,Cc1cc(C)c(NC(=O)CSc2nc3ccc(NC(=O)CSc4nnnn4Cc4ccccc4)cc3s2)c(C)c1
-3%,3%,-6%,0%,22%,?,-7%,22%,-7%[59 µM],Cc1ccc(-n2nnnc2SCc2nc3sc(C)c(C)c3c(=O)[nH]2)cc1
?,-2%,2%,-3%,10%,0%,?,-3%,50µM*,Cc1ccc2sc(N(CCN(C)C)C(=O)c3ccc(S(=O)(=O)N4CC(C)OC(C)C4)cc3)nc2c1C (stereo not given)
-5%,6%,5%,-3%,2%,-3%,1%,68%[activator],-1%,CCOC(=O)c1ccc(COC(=O)CNS(=O)(=O)c2ccccc2)cc1
-15%,-5%,16%,nt,-21%,9%,nt,15%,nt,COc1ccc2nc(-c3ccccc3)[nH]c(=O)c2c1
-9%,3%,0%,-1%,-16%,-6%,3%,45%[activator],nt,COC(CNC(=O)c1cccnc1)OC
-5%,i,-5%,nt,60%[activator],?,-2%,26%,7%[0.501 µM],O=S(=O)(c1cccs1)N1CCC2(CC1)OCCN2S(=O)(=O)c1ccccc1
?,-7%,-3%,2%,6%,?,?,-12%,79µM*,COc1ccc(C(N)CCc2ccc(C)o2)cc1 (stereo not given)
-3%,i,-18%,0%,22%,0%,-13%,30%,-1%,CC(=O)N1CCc2cc(S(=O)(=O)NC(C)c3ccccc3)ccc21 (stereo not given)
7%,-8%,11%,0%,10%,-3%,11%,30%,10%[59 µM],CC1CN(C(=O)c2ccc(CNS(=O)(=O)c3cccc(C(F)(F)F)c3)cc2)CC(C)O1 (stereo not given)

8 successive entries already listed, quoted:
JMJD2A Tudor inh,Tb PGK inh,GLS inh,BLM helicase inh,Pol iota inh,Pin1 inh,BAZ2B block,HP1b chromo inh,G9a inh,structure
?,-2%,2%,-3%,10%,0%,?,-3%,50µM*,Cc1ccc2sc(N(CCN(C)C)C(=O)c3ccc(S(=O)(=O)N4CC(C)OC(C)C4)cc3)nc2c1C (stereo not given)
-5%,6%,5%,-3%,2%,-3%,1%,68%[activator],-1%,CCOC(=O)c1ccc(COC(=O)CNS(=O)(=O)c2ccccc2)cc1
-15%,-5%,16%,nt,-21%,9%,nt,15%,nt,COc1ccc2nc(-c3ccccc3)[nH]c(=O)c2c1
-9%,3%,0%,-1%,-16%,-6%,3%,45%[activator],nt,COC(CNC(=O)c1cccnc1)OC
-5%,i,-5%,nt,60%[activator],?,-2%,26%,7%[0.501 µM],O=S(=O)(c1cccs1)N1CCC2(CC1)OCCN2S(=O)(=O)c1ccccc1
?,-7%,-3%,2%,6%,?,?,-12%,79µM*,COc1ccc(C(N)CCc2ccc(C)o2)cc1 (stereo not given)
-3%,i,-18%,0%,22%,0%,-13%,30%,-1%,CC(=O)N1CCc2cc(S(=O)(=O)NC(C)c3ccccc3)ccc21 (stereo not given)
7%,-8%,11%,0%,10%,-3%,11%,30%,10%[59 µM],CC1CN(C(=O)c2ccc(CNS(=O)(=O)c3cccc(C(F)(F)F)c3)cc2)CC(C)O1 (stereo not given)

Bioassay records from PubChem.
